From PubChem BioAssay
PLK1 PBD inh – blocks phosphopeptide binding to human PLK1 polo-box domain | P53350 | Plk1 PBD binding of FITC phosphopeptide, fluorescence polarization | Potency, µM, for the others: max response, negative = inhibition, actives largely listed as inhibitors | 360,000 compounds, 2.8% hits | AID 720504; also: potency is read from the fitted curve at half-maximal effect; series mostly up to about 57 µM; % is scaled to controls: 0 for no effect and ±100 for the full control effect; nearly all actives have a fitted effect of over 65% in size
EPAC1 ag – activates human EPAC1 exchange factor; AID 720707; EPAC1 agonist qHTS, biochemical assay; response scale: 100% = response to 6.5 mM cAMP; O95398; Potency, µM (doses to about 154 µM), for inactives: at the top dose activation, usual class: activators; 360,000 compounds, 0.073% hits; also: potency is read from the fitted curve at half-maximal effect; nearly all actives have a fitted effect of over 60% in size
Target sequence (O95398 whole entry, looked up): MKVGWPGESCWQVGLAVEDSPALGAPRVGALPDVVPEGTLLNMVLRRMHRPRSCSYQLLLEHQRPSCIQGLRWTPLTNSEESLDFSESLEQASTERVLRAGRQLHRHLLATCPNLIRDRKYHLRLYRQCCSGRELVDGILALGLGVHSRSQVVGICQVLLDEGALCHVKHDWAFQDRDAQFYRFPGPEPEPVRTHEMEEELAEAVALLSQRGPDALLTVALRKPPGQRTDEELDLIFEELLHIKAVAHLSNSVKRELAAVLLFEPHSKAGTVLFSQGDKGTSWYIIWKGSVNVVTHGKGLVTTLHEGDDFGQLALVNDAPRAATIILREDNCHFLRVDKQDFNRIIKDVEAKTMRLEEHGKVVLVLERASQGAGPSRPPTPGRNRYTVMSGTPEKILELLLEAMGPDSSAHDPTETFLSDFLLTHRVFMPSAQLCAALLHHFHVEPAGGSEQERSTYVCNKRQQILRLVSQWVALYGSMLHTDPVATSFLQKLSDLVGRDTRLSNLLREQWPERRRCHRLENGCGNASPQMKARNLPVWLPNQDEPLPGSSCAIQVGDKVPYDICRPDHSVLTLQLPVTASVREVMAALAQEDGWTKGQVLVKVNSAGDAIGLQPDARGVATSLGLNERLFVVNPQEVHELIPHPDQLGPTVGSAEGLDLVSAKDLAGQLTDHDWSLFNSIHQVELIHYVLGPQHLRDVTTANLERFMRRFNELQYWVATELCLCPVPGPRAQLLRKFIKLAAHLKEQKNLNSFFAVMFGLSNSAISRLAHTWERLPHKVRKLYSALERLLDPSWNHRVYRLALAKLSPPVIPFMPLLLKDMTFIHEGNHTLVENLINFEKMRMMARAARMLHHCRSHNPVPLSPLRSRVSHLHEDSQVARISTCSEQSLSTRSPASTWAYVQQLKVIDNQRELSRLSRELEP
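Nucleotide exchange assay: 100 nM EPAC1 with 250 nM Rap1B loaded with BODIPY-GDP and 50 uM GDP, room temperature. Fluorescence (480/540 nm) read every 5 min for 30 min; signal change normalized to 6.5 mM cAMP as full agonist.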
PI5P4K alpha inh – PI5P4K alpha (human) kinase inhibition | P48426 | PI5P4Kalpha enzyme, ADP-Glo luminescence, 60 min; stronger effect = lower value | max response, % | 330,000 compounds, 1.2% hits; active = max response of -50% or lower; inconclusive = between -30% and -50%; inactive = -30% or higher; also: value at the top dose of about 77 µM; % is scaled to controls: 0 for no effect and ±100 for the full control effect
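Luminescence from ADP-Glo served as readout of PI5P4Kalpha activity in a qHTS format. Reaction: enzyme, substrate, compound, ATP at 5 microM final, 60 min at RT.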
FUS yeast rescue – suppressors of FUS proteinopathy in yeast; Potency, µM (highest dose often 76.6 µM), without a hit: top-dose growth rescue (activation), usual class: activators; 390,000 compounds, 0.24% hits; AID 1347120; S. cerevisiae FUS-expressing, growth rescue, OD600, 24 h;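 also: potency is read from the fitted curve at half-maximal effect; plate controls were DMSO vehicle for no effect and reference control for full effect; nearly all actives have a fitted effect of over 55% in size; some results filed as inactive show a strong effect at the top dose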
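FUS-expressing yeast, raffinose-pregrown, induced in 2% galactose minimal medium at OD 0.005; compounds in a dilution series, 24hr at 30C. Growth restoration read as absorbance at 600 nm. CP55940 positive control, DMSO negative.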
EPAC1 antag – blocks human EPAC1 exchange factor; AID 720709; EPAC1 GEF assay, Rap1b-BODIPY-GDP exchange fluorescence; 360,000 compounds, 0.14% hits; Potency, µM (top dose mostly 115 µM), for inactives: top-dose activity change, negative = inhibition, hits mostly inhibitors; O95398;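 also: potency is read from the fitted curve at half-maximal effect; plate controls were vehicle for no effect and positive control for full effect; nearly all actives have a fitted effect of over 50% in size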
IL-2 act – IL-2 activation | IL-2 activation reporter assay, cell-based qHTS; stimulated with anti-CD3/CD4/CD28 beads; in transgenic mouse T cells | activation, % (series mostly up to about 46 µM) | 360,000 compounds, 0.065% hits; in the data active = activation above about 50%; inconclusive = mostly about 30% to 49%; also: 0% is about no effect
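Using fluorescent plate cytometry, EGFP and DsRed are detected in transgenic mouse T cells stimulated 18 h at 37 degrees C with antibody-coated beads after 60 min compound pretreatment.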
WRN inhibitor – inhibitors of human WRN helicase; WRN helicase unwinding, fluorescent forked duplex, kinetic; Q14191; Potency, µM (titrated, usually from 114 µM), for the others: at the highest dose activity change, negative = inhibition, actives largely listed as inhibitors; 360,000 compounds, 0.46% hits; also: potency is read from the fitted curve at half-maximal effect; % is scaled to controls: 0 for no effect and ±100 for the full control effect; nearly all actives have a fitted effect of over 55% in size
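WRN at 20 nM final preincubated with compound 15 min at room temperature; reaction started with 100 nM fluorophore/quencher forked duplex oligonucleotide and 2 mM ATP final. Unwinding followed kinetically by red fluorescence (ex 525, em 598 nm).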
Abeta rescue – A-beta toxicity reversal in yeast; yeast expressing A-beta42, growth rescue, OD600, 48 h; response scale: 0% DMSO, 100% iron-clioquinol control; Potency, µM (titrated, usually from 46.1 µM), for inactives: top-dose growth rescue, hits mostly activators; 410,000 compounds, 0.063% hits; AID 1347071; also: potency is read from the fitted curve at half-maximal effect; nearly all actives have a fitted effect of over 55% in size
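Yeast A-beta toxicity model in growth medium with pinned compounds, 48 h at 30 C; growth read as absorbance at 600 nm. Normalized to FeCl3/clioquinol equimolar mix (positive) and DMSO (negative).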
* hit, by the source's call; ? = inconclusive; nt = not tested or not shown; [ ] = another dose, or the depositor's remark. Unless noted, calls follow the shape of the dose curve; as a rule, active = well fitted curve in the direction sought with a large enough effect; inconclusive = small, poorly fitted or top-dose-only effect, or another doubt; inactive = no such curve, though single readings can be large; an effect the other way counts as inactive or inconclusive.

Sample of the layout (three entries):
smiles	Abeta rescue	WRN inhibitor	EPAC1 antag	PI5P4K alpha inh	IL-2 act	EPAC1 ag	PLK1 PBD inh	FUS yeast rescue
O=C(NCc1ccc2c(c1)OCO2)c1nnc(Cc2ccc(Cl)cc2)o1	-9%	-1%	?	-3	-0.4	0%	-11%	-7%
Cc1cc(NC(=O)CSc2nnc(-c3cccnc3)n2Cc2ccccc2)no1	2%	-5%	-22%	-8	-0.8	8%	-5%	0%
N#Cc1ccsc1NC(=O)CCN1CCN(C(c2ccccc2)c2ccccc2)CC1	-15%	2%	7%	11	-0.6	4%	-22%	?

This part in full, from the start:
smiles	Abeta rescue	WRN inhibitor	EPAC1 antag	PI5P4K alpha inh	IL-2 act	EPAC1 ag	PLK1 PBD inh	FUS yeast rescue
O=C(NCc1ccc2c(c1)OCO2)c1nnc(Cc2ccc(Cl)cc2)o1	-9%	-1%	?	-3	-0.4	0%	-11%	-7%
Cc1cc(NC(=O)CSc2nnc(-c3cccnc3)n2Cc2ccccc2)no1	2%	-5%	-22%	-8	-0.8	8%	-5%	0%
N#Cc1ccsc1NC(=O)CCN1CCN(C(c2ccccc2)c2ccccc2)CC1	-15%	2%	7%	11	-0.6	4%	-22%	?
O=C(Nc1cccc2ccccc12)NC1CCCCC1O (stereo not given)	-12%	-2%	-8%	0	-0.3	0%	4%	-2%
CCS(=O)(=O)c1nc(S(=O)(=O)c2ccc(Cl)cc2)c(NCCCN2CCCC2=O)s1	12%	7%	-18%	7	1.3	10%	-7%	4%
C/C(=N\NC(=O)c1ccc(C)cc1)C1C(=O)c2ccccc2C1=O	9%	-26%	-19%	?	1.6	3%	-11%	-4%
CN(CC(=O)Nc1ccc(F)cc1)C(=O)COc1ccc(C(=O)c2ccccc2)cc1	4%	-4%	?	-8	-4.4	-2%	4%	14%
NC(=S)N/N=C/c1c[nH]c2ccc(OCc3ccccc3)cc12	-12%	3%	-15%	2	-0.4	2%	?	19%
Cc1ccn2cc(-c3cccc(NC(=O)c4cccs4)c3)nc2c1	14%	-12%	?	0	1.9	11%	-4%	21%
CC(=O)NC1(C2CCCCC2=O)CCCCC1 (stereo not given)	8%	3%	-3%	0	-2.5	4%	-23%	4%
COc1ccccc1N1CCN(S(=O)(=O)c2ccc3c4c(cccc24)C(=O)N3)CC1	3%	-15%	10%	nt	-0.3	20%	-9%	21%
CCc1ccc(NC(=O)CN2CCC(C(=O)c3ccc(OC)cc3)CC2)cc1	-1%	-1%	-9%	15	-0.6	14%	-9%	11%
CCOC(=O)c1ccc(N=C2SC(C(=O)NCCc3ccccc3)CC(=O)N2C)cc1 (stereo not given)	-8%	-9%	7%	-9	-2.8	-5%	-7%	-5%
COc1ccc(C2=NN(c3ccccc3)C(c3cccs3)C2)cc1 (stereo not given)	-12%	-29%	-18%	18	-0.6	18%	1%	0%
Cc1cc(N2CCOCC2)nc2ccc(NC(=O)C3CCCCC3)cc12	-4%	nt	-2%	nt	-0.7	8%	nt	-8%
COc1ccc(-c2cc(C(=O)NCCCN3CCOCC3)no2)cc1	-4%	6%	4%	-7	0.2	7%	-16%	2%
CC(=O)c1ccc(NC(=S)N2CCN(CCO)CC2)cc1	9%	-1%	-19%	-9	-0.1	9%	-1%	20%
CCOC(=O)N1CCN(C(=O)CN2C(=O)c3ccccc3S2(=O)=O)CC1	-3%	3%	17%	-5	-2.4	0%	5%	-3%
c1ccc(CSc2nnc(-c3ccco3)n2Cc2ccco2)cc1	5%	-1%	0%	7	-3.0	0%	-3%	13%
Cc1onc(-c2ccccc2Cl)c1C(=O)Nc1ccccc1	-8%	5%	1%	-7	-0.5	21%	-5%	-1%
COc1ccc(C(C)(O)c2nc(-c3cnc4ccccc4c3)cs2)cc1 (stereo not given)	19%	-9%	-22%	9	0.0	1%	-4%	24%
Cc1cc(OC(=O)c2ccccc2Cl)c([N+](=O)[O-])c(=O)[nH]1	-19%	-1%	-10%	-5	-0.8	-12%	2%	-17%
COc1ccc(CCN2CC(C(=O)Nc3ccc(S(C)(=O)=O)cc3)CC2=O)cc1OC (stereo not given)	-12%	1%	-3%	7	0.3	7%	-1%	14%
Cc1ccc(S(=O)(=O)/C(C#N)=C/c2c(N3CCC(C(N)=O)CC3)nc3ccccn3c2=O)cc1	-8%	-10%	-4%	0	-3.0	6%	-8%	19%
CS(=O)(=O)N1N=C(c2ccc(Br)cc2)CC1c1ccc2c(c1)OCO2 (stereo not given)	11%	-12%	0%	nt	3.0	15%	12%	-8%
O=c1c2cc([N+](=O)[O-])ccc2nc2n1CCCC2	0%	4%	-27%	-5	-1.9	10%	0%	-5%
COc1ccc(/C=C/c2c([N+](=O)[O-])c(=O)n(C)c(=O)n2C)c(OC)c1OC	0%	11%	-11%	-5	0.3	7%	-15%	14%
Cc1c(C)n(CCCN(C)C)c2ncnc(NCc3ccccc3)c12	-7%	12%	1%	2	0.1	8%	-15%	21%
O=C(CCCOc1ccc(Cl)cc1Cl)Nc1cc(S(=O)(=O)N2CCOCC2)ccc1N1CCOCC1	-13%	1%	16%	3	-3.6	16%	1%	nt
CCN(CC)CCN1C(=O)c2oc3ccccc3c(=O)c2C1c1ccc(C)cc1 (stereo not given)	0%	4%	2%	6	-0.4	-2%	-12%	25%

Continued, starting with the last five of the part before.
smiles	Abeta rescue	WRN inhibitor	EPAC1 antag	PI5P4K alpha inh	IL-2 act	EPAC1 ag	PLK1 PBD inh	FUS yeast rescue
O=c1c2cc([N+](=O)[O-])ccc2nc2n1CCCC2	0%	4%	-27%	-5	-1.9	10%	0%	-5%
COc1ccc(/C=C/c2c([N+](=O)[O-])c(=O)n(C)c(=O)n2C)c(OC)c1OC	0%	11%	-11%	-5	0.3	7%	-15%	14%
Cc1c(C)n(CCCN(C)C)c2ncnc(NCc3ccccc3)c12	-7%	12%	1%	2	0.1	8%	-15%	21%
O=C(CCCOc1ccc(Cl)cc1Cl)Nc1cc(S(=O)(=O)N2CCOCC2)ccc1N1CCOCC1	-13%	1%	16%	3	-3.6	16%	1%	nt
CCN(CC)CCN1C(=O)c2oc3ccccc3c(=O)c2C1c1ccc(C)cc1 (stereo not given)	0%	4%	2%	6	-0.4	-2%	-12%	25%
O=C(CN1C(=O)c2ccccc2S1(=O)=O)N1CCN(c2cccc(Cl)c2)CC1	-4%	13%	-8%	-4	-0.4	20%	-11%	-22%
Cc1ccc(NC(=O)COC(=O)c2cccc(S(=O)(=O)N3CCCCCC3)c2)cc1	11%	15%	6%	3	-1.7	-4%	1%	8%
COc1ccc2[nH]c(=O)c(CN(C(=O)c3cccnc3)c3ccccc3C)cc2c1	-11%	4%	-13%	4	0.5	8%	-10%	18%
O=C1C2C3C=CC(C4CC34)C2C(=O)N1/N=C/c1ccc([N+](=O)[O-])o1 (stereo not given)	-71%[inhibitor]	-6%	-2%	8	-0.5	-1%	-29%	3%
O=C(COC(=O)COc1ccc(Cl)cc1Br)NCc1cccs1	3%	-6%	-16%	-1	0.7	3%	5%	10%
N#CCCN(C(=O)c1ccco1)c1ccccc1	-11%	-4%	8%	4	1.6	3%	-5%	14%
O=C(Nc1cccnc1)c1cc(Br)c(Br)s1	-15%	-6%	17%	5	-0.5	3%	5%	12%
COCCn1c(SCc2ccc(OC)c(F)c2)nnc1-c1ccncc1	-16%	-1%	-9%	-5	-0.2	2%	-12%	8%
CCOC(=O)C1CCCN(C(=O)Cn2sc3nc(C)cc(C)c3c2=O)C1 (stereo not given)	0%	-1%	?	-81*	-4.9	-14%	1.5µM*	-6%
COc1ccc(N2CCN(CC(=O)Nc3ccc(-n4cnnn4)cc3)CC2)cc1	1%	5%	17%	nt	-3.3	4%	-4%	-9%
C[C@H](O)[C@@H]1CN2CCc3c([nH]c4ccccc34)[C@@H]2C[C@@H]1N(C)C(=O)OCc1ccccc1	-19%	-3%	-8%	12	-0.7	11%	-16%	-3%
Cc1ccc(CSCC(=O)N(C)CC(=O)Nc2ccc(C)cc2)cc1	25%	-4%	-7%	-1	-1.2	0%	-1%	16%
CCN(CC)S(=O)(=O)c1cc(NC(=O)CN2CCN(c3ccccn3)CC2)ccc1C	2%	3%	0%	2	-0.1	7%	3%	-14%
Cc1ccccc1S(=O)(=O)N1[C@@H](c2cccc(Cl)c2)C(C(=O)O)=CC[C@H]1c1ccc(Cl)cc1	-32%	-3%	?	-5	-0.4	-8%	?	-11%
COCCSc1ccccc1C(=O)Nc1ccc(Cl)cn1	-4%	-26%[57.1 µM]	-6%	4	-0.9	-3%	-3%	7%
Cc1cccc(N2CCN(C(=O)c3ccccc3NC(=O)C3CCCCC3C(=O)O)CC2)c1 (stereo not given)	31%	-16%[57.1 µM]	1%	-5	-2.3	6%	-5%	11%
c1ccc2c(c1)OCC(c1nnc3sc(-c4ccc5c(c4)OCO5)nn13)O2 (stereo not given)	-16%	-9%	7%	nt	-1.0	7%	6.7µM*	?
Cc1nc(Oc2cccc(Cl)c2)c2oc3ccccc3c2n1	5%	1%	19%	20	-3.2	8%	1%	-4%
Cn1nc2c3cc(F)ccc3n(Cc3ccc(F)cc3)cc-2c1=O	-12%	-14%	?	0	-0.3	4%	-13%	18%
